# Yeast lifespan up = compounds extending yeast replicative lifespan, primary screen, S. cerevisiae, OD615 | S. cerevisiae growth with nicotinamide; deaD strain in restrictive glucose medium | 130,000 tested, 0.68% active | inhibition of the nicotinamide effect, % at 10 µM;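 active means inhibition above a set limit, placed 3 SD over the median of all compounds, cut at about 26% in these data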;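 further: 0% = nicotinamide-treated wells and 100% = cells grown without nicotinamide; some compounds called inactive have numbers as strong as hits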
#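 Assay system: engineered S. cerevisiae DeaD replicative-lifespan strain, galactose-grown log-phase cells; Buffer or medium: CSMM-D glucose medium, restrictive; Probe or stimulus: nicotinamide 1.5 mM; Compound: single dose 10 µM compound, 0.25% DMSO; Schedule: 4 h preincubation then 48 h treatment at 30 °C; Technique: OD615 measurement.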
# Measles CPE = compounds protecting cells from measles virus cytopathic effect, primary screen, measles RdRp inhibitor project, single point, MLSMR library, absorbance | Measles virus-infected cells, CPE protection | protection (pct of control), % at 4 µM | 140,000 tested, 1.5% active | AID 841, 2007; in the data active means protection mostly above about 24%, no sharp cut-off; inactive means mostly below about 26%; further: some compounds called inactive have numbers as strong as hits
# MRP-1 activ = H69AR viability gain despite doxorubicin, primary screen, MRP-1 activator project, H69AR cells, CellTiter-Glo. viability rescue. viability increase, % at 10 µM. 140,000 tested, 0.61% active. AID 799, 2007;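 active means viability gain under doxorubicin at or above a set limit, the compound median plus 3 SD, cut at about 4.7% in these data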;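 further: MRP-1 overexpressing cells given doxorubicin 25 µM after compound pretreatment; 18-22 h compound pretreatment then 72 h with doxorubicin before readout; 0% = doxorubicin-only wells and 100% = vehicle-treated cells without doxorubicin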
# E-sel TNF inh = E-selectin induction blockers in HUVEC – imaging, immunofluorescence, high content, primary screen | HUVEC TNFa-induced E-selectin immunofluorescence | inhibition, % at 2 µM | AID 1246, 2008 | 120,000 tested, 0.71% active;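 active means inhibition above the batch mean plus 3 SD, and confirmed as a hit on visual image review, cut at about 43% in these data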;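 further: 0% = TNF-stimulated DMSO wells and 100% = unstimulated control wells; not every result past the cut was called active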
# HCT116 bCat-KO = primary screen for growth suppressors in beta-catenin knockout HCT116 cells (colon tumor, human); HCT116 beta-catenin knockout viability, CellTiter-Glo, 60 h; active compounds read low; viability, % at 10 µM; 140,000 tested, 1.5% active;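 active means viability at or under a set limit, the compound median less 4 SD, cut at about 6% in these data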;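 further: 0% = Hyamine 1622 control at 20 µM and 100% = untreated cell control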
# Yeast growth inh = growth inhibitors of yeast BB579 in restrictive medium, primary screen, yeast lifespan-shortening project, S. cerevisiae; OD615, 48 h; inhibition, % at 10 µM; 140,000 tested, 0.51% active; AID 804, 2007;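 active means inhibition above a set limit, 3 SD over the mean compound inhibition, cut at about 44% in these data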; further: inactives centre near -24
#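 controls = amphotericin B 10 µg/mL, positive | assay system = DeaD yeast strain BB579 | schedule = 48 h compound exposure at 30 °C after 4 h preincubation | detection = OD615 turbidity measurement | medium = restrictive CSMM-D medium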
# PTEN del growth = growth suppression of PTEN-null HCT116, primary screen, cell-based, CellTiter-Glo; HCT116 PTEN-null viability, 60 h; active compounds read low; viability, % at 10 µM; 140,000 tested, 1.2% active;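 active means viability at or below a set limit, 4 SD under the median of all tested compounds, cut at about 3.7% in these data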;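 further: PTEN knockout HCT116 line with beta catenin targeted HCT116 as companion control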
# GALR2 blocker = GALR2 antagonists in receptor-expressing cells, primary screen; Galanin receptor type 2 (Homo sapiens), O43603; antagonist mode; inhibition, % at 4 µM; 140,000 tested, 0.39% active; AID 828, 2007; in the data active means inhibition above about 27%;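 further: cells stimulated with galanin 1-16 at roughly its EC80; 0% = agonist challenge control and 100% = basal control without agonist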
# Target sequence (O43603 whole entry, looked up): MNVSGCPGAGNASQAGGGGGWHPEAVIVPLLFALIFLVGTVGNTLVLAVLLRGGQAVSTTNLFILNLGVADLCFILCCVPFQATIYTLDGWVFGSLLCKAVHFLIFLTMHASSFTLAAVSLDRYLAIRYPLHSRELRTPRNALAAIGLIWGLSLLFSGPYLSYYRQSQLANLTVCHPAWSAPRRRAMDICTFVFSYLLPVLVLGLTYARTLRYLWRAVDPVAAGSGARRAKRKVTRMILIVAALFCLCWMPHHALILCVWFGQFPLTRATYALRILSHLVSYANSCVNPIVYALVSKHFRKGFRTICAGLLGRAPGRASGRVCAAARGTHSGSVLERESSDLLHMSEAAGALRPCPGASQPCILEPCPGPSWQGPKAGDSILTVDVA
# Phagocytosis inh = inhibitors of macrophage phagocytosis, primary screen, imaging, J774A.1 cells, IgG beads; J774A.1 macrophage IgG-bead phagocytosis; inhibition, % at 5 µM; 110,000 tested, 0.07% active; AID 1029, 2008;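 active means inhibition above the mean of the plate negative controls plus 5 SD, cut at about 13% in these data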;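 further: phagocytic index as fraction of beads internalized from green versus red external bead signal; plate controls were DMSO negative control for no effect and cytochalasin-D positive control for full effect; some results beyond the cut were filed as inactive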
# NPY-Y2 antag = NPY-Y2 receptor antagonists, primary screen, cell-based; inhibition, % at 2.7 µM; Neuropeptide Y receptor type 2 (Homo sapiens), P49146; NPY-Y2 expressing cells, antagonist mode; 140,000 tested, 0.99% active; in the data active means inhibition above about 17%;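 further: 0% = vehicle with agonist challenge and 100% = reference antagonist with challenge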
# Target sequence (P49146 whole entry, looked up): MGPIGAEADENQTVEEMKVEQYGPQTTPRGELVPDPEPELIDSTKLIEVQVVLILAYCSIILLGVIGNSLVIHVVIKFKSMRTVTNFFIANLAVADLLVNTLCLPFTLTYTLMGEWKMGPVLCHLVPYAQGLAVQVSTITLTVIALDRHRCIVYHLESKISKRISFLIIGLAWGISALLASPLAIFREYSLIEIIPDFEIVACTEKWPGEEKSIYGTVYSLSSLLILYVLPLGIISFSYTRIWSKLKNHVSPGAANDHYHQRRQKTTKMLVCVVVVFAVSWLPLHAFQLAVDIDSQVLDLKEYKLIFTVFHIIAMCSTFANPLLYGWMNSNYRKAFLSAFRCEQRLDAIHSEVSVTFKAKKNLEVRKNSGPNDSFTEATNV
# * = called active by the depositor; nt = not tested or not shown.
1. CCn1cc(C(=O)OCC(=O)c2cc(C)n(-c3ccc(OC(F)F)cc3)c2C)c(=O)c2ccc(C)nc21
2. CCC(C)NC(=O)CCc1c(C)nc2nc(-c3cc(OC)cc(OC)c3)nn2c1C (stereo not given)
3. O=C1CCC(/C=C/c2ccccc2)=NN1Cc1ccc(Cl)c(Cl)c1
4. COc1cccc(NC(=S)N2CCCC2)c1
5. COc1cc(OC)c(C2=NOC(C(=O)NCCc3ccccc3)C2)cc1Cl (stereo not given)
6. COc1ccccc1N(C(=O)CNC(=O)c1ccco1)C(C(=O)NC1CCCC1)c1ccncc1 (stereo not given)
entry no.	1	2	3	4	5	6
Yeast lifespan up	25	-8	-13	-4	-9	nt
Measles CPE	3	18	2	3	43	21
MRP-1 activ	-3.2	-3.9	0.1	-0.9	-0.5	-0.9
E-sel TNF inh	nt	0	nt	6	11	3
HCT116 bCat-KO	85	90	99	94	94	104
Yeast growth inh	-26	-23	-28	3	-29	-13
PTEN del growth	81	84	101	95	95	94
GALR2 blocker	-8	-13	-7	-5	-5	4
Phagocytosis inh	-11	0	0	nt	-1	nt
NPY-Y2 antag	7	-4	25*	0	1	2

7. COc1ccccc1NC(=O)Nc1ncccc1C
8. Cc1cc(C)c(NC(=O)CS(=O)CC(=O)N2CCN(c3ccc(F)cc3)CC2)c(C)c1 (stereo not given)
9. Cc1ccc(-c2nc3c(=O)n(C)c4ccccc4c3o2)cc1
10. Cc1ccc(Nc2nc(NCCCN3CCOCC3)nc(N)c2[N+](=O)[O-])cc1C
11. CCNS(=O)(=O)c1cc(Br)ccc1OC
12. O=C(NC1CCS(=O)(=O)C1)N1CCCCC1 (stereo not given)
entry no.	7	8	9	10	11	12
Yeast lifespan up	-8	-13	-22	0	-9	-2
Measles CPE	13	3	31	14	9	10
MRP-1 activ	-4.2	1.1	-4.1	-1.4	-0.5	0.1
E-sel TNF inh	31	2	-33	17	-5	-25
HCT116 bCat-KO	81	93	85	45	103	99
Yeast growth inh	-13	-22	35	-1	-21	-1
PTEN del growth	90	95	78	45	96	97
GALR2 blocker	21	8	1	-26	1	12
Phagocytosis inh	-2	0	-3	-5	-1	0
NPY-Y2 antag	1	1	1	1	2	0

13. COc1ccc(N(CC(=O)Nc2ccc3c(c2)OCO3)S(=O)(=O)c2ccccc2)c(OC)c1
14. O=C(/C(=C(/[O-])c1ccccc1)[n+]1ccccc1)c1ccc([N+](=O)[O-])cc1
15. COc1ccc(CNC(=O)C(c2ccncc2)N(C(=O)Cc2cccs2)c2cccc(C)c2)cc1 (stereo not given)
16. COc1cc(/C=N/NC(=O)c2c(-c3ccccc3)noc2C)cc(OC)c1OC
17. CN(C)c1ccc(/C=C/c2cc[n+]([O-])cc2)cc1
18. CCCCN(C(=O)NC(=O)Nc1ccccc1C)S(C)(=O)=O
entry no.	13	14	15	16	17	18
Yeast lifespan up	4	6	-2	4	-24	16
Measles CPE	8	4	24	3	25	7
MRP-1 activ	-2.8	-2.2	-0.6	-2.0	-0.6	-2.5
E-sel TNF inh	nt	nt	-4	45	3	33
HCT116 bCat-KO	82	102	96	92	95	96
Yeast growth inh	-28	-17	-51	-25	-10	-13
PTEN del growth	69	104	93	107	96	95
GALR2 blocker	-2	6	0	-10	10	13
Phagocytosis inh	0	0	nt	-12	nt	nt
NPY-Y2 antag	4	3	3	1	-1	3

19. CCN(CC)c1ncnc2scc(C3COc4ccccc4O3)c12 (stereo not given)
20. O=S(=O)(Cc1ccccc1)c1ccccc1-c1nnc(-c2ccccc2)o1
21. CCOc1cc2c(cc1OCC)C(C(=O)O)C(c1cc(OC)c(OC)c(OC)c1)N(C)C2=O (stereo not given)
22. CCCCOc1ccccc1Cn1c(=O)oc2ccccc21
23. Cc1cc(C)n(-c2ncnc3sc(C)c(C)c23)n1
24. N/C(CN1CCCC1=O)=N\O
entry no.	19	20	21	22	23	24
Yeast lifespan up	nt	-21	-3	-1	-14	11
Measles CPE	22	5	5	4	13	14
MRP-1 activ	-0.1	-2.6	-1.1	-0.8	-1.0	-1.1
E-sel TNF inh	-13	-3	nt	10	-10	-21
HCT116 bCat-KO	70	88	95	86	110	82
Yeast growth inh	-21	-19	-31	-18	-45	-28
PTEN del growth	65	85	93	91	101	102
GALR2 blocker	-9	3	-5	1	-7	-1
Phagocytosis inh	nt	1	nt	0	-1	0
NPY-Y2 antag	15	2	4	2	2	3

25. O=C(Nc1ccc(F)cc1)c1cn(-c2ccccc2)nc1-c1ccncc1
26. Cc1ccc(Nc2nnc(SCC(=O)Nc3cccnc3Cl)s2)cc1C
27. CCC(C)NC(=S)N1CCN(C(c2ccccc2)c2ccccc2)CC1 (stereo not given)
28. O=C(Cn1c(C(=O)NCC2CCCO2)cc2sccc21)c1ccccc1 (stereo not given)
29. O=C(CC1C(=O)N(c2ccccc2)C(=S)N1c1ccccc1)c1ccccc1 (stereo not given)
30. Oc1ccc(-c2cnns2)c(O)c1
entry no.	25	26	27	28	29	30
Yeast lifespan up	nt	-5	1	-8	7	-6
Measles CPE	2	8	9	3	22	15
MRP-1 activ	-1.8	0.0	-1.5	0.1	-1.6	-0.5
E-sel TNF inh	nt	3	nt	0	7	7
HCT116 bCat-KO	67	73	63	93	83	54
Yeast growth inh	-33	-18	-7	-11	-24	-4
PTEN del growth	71	78	52	94	73	71
GALR2 blocker	8	2	-6	13	4	1
Phagocytosis inh	nt	-3	-3	-2	-5	-3
NPY-Y2 antag	-2	0	1	2	2	-1

31. CCN(CC)C(=O)CN(c1ccc(C)cc1)S(=O)(=O)c1ccc(SC)cc1
32. CCOC(=O)CNc1nc(C#N)nc(N2CCOCC2)n1
33. Cc1ccccc1Nc1cc2ccccc2c(=O)[nH]1
34. O=C(c1ccccc1)c1nn(-c2ccc(Cl)cc2)cc1C(=O)c1cc2ccccc2oc1=O
35. Cn1c(=O)oc2cc(S(=O)(=O)NCCC(=O)NCCc3ccc(Cl)cc3)ccc21
36. CCNC(=O)NC(=O)COC(=O)c1cccc(NS(=O)(=O)/C=C/c2ccccc2)c1
entry no.	31	32	33	34	35	36
Yeast lifespan up	-14	0	-10	-8	-2	6
Measles CPE	4	2	9	7	11	3
MRP-1 activ	-2.5	2.4	-1.6	-5.8	0.6	-3.0
E-sel TNF inh	3	-3	-19	-19	-30	nt
HCT116 bCat-KO	84	85	22	31	90	86
Yeast growth inh	-39	-38	19	-28	-43	-13
PTEN del growth	67	83	13	22	97	100
GALR2 blocker	-6	-15	15	-3	9	1
Phagocytosis inh	nt	-3	-2	-1	-4	nt
NPY-Y2 antag	-1	0	1	2	2	0

37. COc1ccccc1OCCSc1nc2ccccc2c(=O)[nH]1
38. CC(=O)N1c2ccc3ccccc3c2C2C=CCC2C1c1ccc(Br)cc1 (stereo not given)
39. CC1(C)CC(=O)C(C=Nc2ccc3[nH]ncc3c2)=C(O)C1
40. COc1ccc(OCCCC(=O)Nc2cccnc2)cc1
41. O=C(Cc1ccccc1)N/N=C/c1ccccc1OCc1ccc(Cl)cc1
42. CC(C)C[C@H](NC(=O)Nc1cccc(C(F)(F)F)c1)C(=O)O
entry no.	37	38	39	40	41	42
Yeast lifespan up	-4	-1	-13	-12	-6	-4
Measles CPE	9	12	2	4	37	12
MRP-1 activ	-0.6	-5.0	-3.4	1.1	-3.8	-0.8
E-sel TNF inh	-4	nt	nt	11	14	1
HCT116 bCat-KO	88	54	98	100	41	86
Yeast growth inh	-62	-51	-16	-48	-27	-25
PTEN del growth	89	48	87	115	37	97
GALR2 blocker	2	1	7	-8	1	-4
Phagocytosis inh	-4	-10	0	nt	nt	nt
NPY-Y2 antag	2	3	3	-1	3	2

# Overlap with the part before: 4 compounds, then new ones.
39. CC1(C)CC(=O)C(C=Nc2ccc3[nH]ncc3c2)=C(O)C1
40. COc1ccc(OCCCC(=O)Nc2cccnc2)cc1
41. O=C(Cc1ccccc1)N/N=C/c1ccccc1OCc1ccc(Cl)cc1
42. CC(C)C[C@H](NC(=O)Nc1cccc(C(F)(F)F)c1)C(=O)O
43. Cc1c(NC(=O)c2c(N)n(-c3ccccc3)c3nc4ccccc4nc23)c(=O)n(-c2ccccc2)n1C
44. CN(C)S(=O)(=O)N(CC(=O)Nc1ccc2ccccc2c1)c1ccccc1
45. CSc1ncc(Cl)c(C(=O)NCc2ccc3c(c2)OCO3)n1
46. CC1(C)C(=O)Nc2ccccc2N1C(=O)COC(=O)CCSc1ccccc1
47. COc1ccc(OCC(=O)Nc2cc(-c3nn(C)c(=O)c4ccccc34)ccc2OC)cc1
48. CCN1C/C(=C/c2ccc(N3CCOCC3)cc2)C(=O)/C(=C/c2ccc(N3CCOCC3)cc2)C1
entry no.	39	40	41	42	43	44	45	46	47	48
Yeast lifespan up	-13	-12	-6	-4	-4	nt	0	-21	4	-3
Measles CPE	2	4	37	12	59*	12	8	25	0	2
MRP-1 activ	-3.4	1.1	-3.8	-0.8	-4.9	-2.0	-1.2	-0.9	-1.4	-5.8
E-sel TNF inh	nt	11	14	1	77*	-11	0	30	41	nt
HCT116 bCat-KO	98	100	41	86	63	52	107	82	93	2.2*
Yeast growth inh	-16	-48	-27	-25	-41	-22	-32	4	-18	-38
PTEN del growth	87	115	37	97	58	49	100	88	84	1.9*
GALR2 blocker	7	-8	1	-4	11	-1	20	-12	-1	1
Phagocytosis inh	0	nt	nt	nt	-11	nt	4	0	2	-8
NPY-Y2 antag	3	-1	3	2	0	10	4	3	5	0

49. CCOC(=O)c1sc2ncnc(NCC(c3cccs3)N(C)C)c2c1C (stereo not given)
50. O=c1cccc(-c2ccc(Br)cc2)o1
51. O=C(NCC1CCCO1)c1nc2c(nnn2Cc2ccc(F)cc2)c(=O)[nH]1 (stereo not given)
52. C=CCNC(=S)NC1CC(C)(C)NC(C)(C)C1
53. O=C(CSC1=NCCN1)NC12CC3CC(CC(C3)C1)C2
54. O=S1(=O)N=CN(Cc2cccc(F)c2)c2ccccc21
55. COc1ccccc1C(=O)O/N=C(/C)c1ccc(N2C(=O)C3CCCCC3C2=O)cc1 (stereo not given)
56. Cc1ccc(C2(C)CC(C)(C)N(C(=O)CSc3nnc(C)s3)c3ccccc32)cc1 (stereo not given)
entry no.	49	50	51	52	53	54	55	56
Yeast lifespan up	-16	-15	-2	2	-5	0	-7	2
Measles CPE	16	6	4	11	5	25	13	3
MRP-1 activ	-1.6	1.6	-0.7	-2.4	1.0	-1.7	-0.8	-1.5
E-sel TNF inh	nt	-18	7	50	nt	nt	18	6
HCT116 bCat-KO	68	99	100	103	6	89	88	59
Yeast growth inh	-54	-41	-11	-26	-30	-14	-45	-42
PTEN del growth	75	98	100	104	16	90	84	62
GALR2 blocker	3	5	5	-1	5	-6	3	8
Phagocytosis inh	1	-2	0	-3	2	4	nt	-12
NPY-Y2 antag	0	2	5	1	2	0	4	8

# Screening results as filed in PubChem.
